Screening data as filed in PubChem BioAssay.
XIAP antagonists – XIAP antagonists, biochemical, IAP family, fluorescence polarization (AID 1018); actives 0.007% (n = 200,000); displacement, % at 20 µM; hits with a dose series show IC50 in µM; XIAP BIR domain, fluorescence polarization peptide displacement; higher % means a stronger effect; in the data active = displacement above about 50%; also: a part of the inactive calls stands beside numbers as strong as those of hits
West Nile antiviral – inhibition of WNV-induced cytopathic effect – cell-based, CPE readout (AID 1621). actives 0.02% (n = 290,000). West Nile virus-infected cells, CPE inhibition; higher % means a stronger effect. one-dose CPE inhibition, % at 10 µM; IC50 in µM for titrated hits; in the data active = a potency from the dose series; inconclusive = CPE inhibition mostly from about 3.7% at the one dose, without a potency; inactive = the rest, 99 in 100 with CPE inhibition below about 2.2%; also: strong numbers were not always called active
ER stress rescue – rescue of cells from ER stress-induced death, primary screen, 384-well, CSM14.1, thapsigargin, ATP luminescence (AID 1222). CSM14.1 thapsigargin-induced death rescue, ATP luminescence; higher % means a stronger effect. cellular ATP content (survival), % at 20 µM; hits with a dose series show EC50 in µM. 190,000 tested, under 10 active;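 active = EC50 below 50 µM in the dose-response confirmation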;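 also: death triggered by thapsigargin at about 15 µM added after 2 h compound pretreatment; cell ATP read after overnight thapsigargin exposure of roughly 18 to 22 hours; normalized against plate controls of thapsigargin alone and 5% DMSO vehicle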
RSV antiviral HEp-2 – RSV antiviral activity via CPE protection, HEp-2 cells, primary 10 µM value included (AID 2391); actives 0.13% (n = 310,000); HEp-2 cells, RSV-induced CPE inhibition; higher % means a stronger effect; CPE inhibition, % at 10 µM, or IC50 in µM where a hit was titrated; in the data active = a potency from the dose series; inconclusive = CPE inhibition mostly from about 23% at the one dose, without a potency; inactive = the rest, 99 in 100 with CPE inhibition below about 21%; also: strong numbers were not always called active
Yfh1-depleted yeast – enhancers of respiration in Yfh1-depleted yeast, dose response, Friedreich's ataxia, plus single-dose screen (AID 1465); S. cerevisiae Yfh1-off respiration, WST-1 reduction, 72 h; higher fold induction means a stronger effect; fold induction at 50 µM, or EC50 in µM where a hit was titrated; actives 0.074% (n = 220,000);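 active = fold induction of absorbance versus untreated yeast above a set limit, then at least 30% activation at any dose in follow-up; inconclusive = repeats straddling the limit, or above it without dose testing; inactive = fold induction below the set limit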;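 also: activators that raise dye reduction in frataxin-depleted yeast; strong numbers were not always called active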
Large T inhibition – SV40 large T antigen inhibitors, biochemical (AID 1903) | SV40 large T antigen ATPase/helicase inhibition assay; higher % means a stronger effect | one-dose inhibition, % at 20 µM; IC50 in µM for titrated hits | actives 0.39% (n = 310,000); in the data active = a potency from the dose series; inconclusive = inhibition mostly from about 32% at the one dose, without a potency; inactive = the rest, 99 in 100 with inhibition below about 32%; also: strong numbers were not always called active
WT yeast gro inh – growth inhibition of WT yeast, mitochondrial fusion screen; mitochondrial fusion phenotypic screen, WT strain; inhibition, % at 10 µM; actives 2.1% (n = 190,000); AID 1362; in the data active = inhibition above about 58%; tested in S. cerevisiae
K1F lysis inhibition – protection from phage-mediated lysis, alamar blue read-out – E. coli UTI89, K1F phage, bacterial capsule biogenesis inhibitors (AID 488966); one-dose inhibition, % at 100 µM; IC50 in µM for titrated hits; actives 0.02% (n = 340,000); E. coli UTI89 K1F phage lysis, alamar blue, 2 h; higher % means a stronger effect;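 active = phage lysis inhibition, versus mean bacterial control, above a set limit; inconclusive = no clear call, values can overlap the other calls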;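 also: capsule biogenesis inhibitors block K1F phage lysis so surviving cells raise fluorescence; higher fluorescence means more inhibition of phage lysis; actives were called in the ten point dose series up to 300 µM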
NS5 inhibitors – flavivirus cap methylation enzyme inhibition – biochemical, confirmation dose response, primary screen (AID 588689); Dengue-2 NS5 methyltransferase capping enzyme assay, biochemical; higher % means a stronger effect; inhibition, % at 25 µM; hits with a dose series show IC50 in µM; actives 0.3% (n = 340,000); in the data active = a potency from the dose series; inconclusive = inhibition above about 29% without an active follow-up result
WT yeast gro inh mutant strain – also measured in WT yeast gro inh; calls as there; inhibition, %; mitochondrial fusion phenotypic screen, mutant strain inhibition
NS5 inhibitors pilot replicate – second read-out of NS5 inhibitors, no call of its own (marks repeat the call); inhibition, %; measured here: pilot screen replicate inhibition
Starred values were filed as active, the others as inactive; i = inactive; ? = inconclusive; · = no result given; [ ] = another dose, or the depositor's remark. Rows are unselected; overall some 2.2% were active at least once.

SMILES | XIAP antagonists | West Nile antiviral | ER stress rescue | RSV antiviral HEp-2 | Yfh1-depleted yeast | Large T inhibition | WT yeast gro inh | WT yeast gro inh mutant strain | K1F lysis inhibition | NS5 inhibitors | others
CC1CN(c2nnc(-c3ccccc3)c3ccccc23)CC(C)O1 (stereo unspecified) | -2.4% | 0.3% | -0.3% | 6.0% | i | 5% | 6 | -1 | -0.6% | -6%
O=C(c1ccccc1F)N(Cc1cccnc1)Cc1cc2cc3c(cc2[nH]c1=O)OCCO3 | -7.8% | 1.5% | -2.4% | 1.0% | i | 19% | -1 | 23 | -0.1% | -8%
O=S1(=O)CCOC[C@H](Cc2ccccc2)N1Cc1ccccc1 | · | -0.5% | · | 3.1% | i | 9% | · | · | -0.2% | -3%
Cc1ccccc1NCN1C(=O)C2C3C=CC(C3)C2C1=O (stereo unspecified) | -4.8% | 0.1% | 0.2% | 2.1% | i | -1% | 0 | -7 | 1.2% | 3%
CC1(C)Cc2c(ccc3ccccc23)C(c2cc3ccccc3oc2=O)=N1 | -11% | -0.3% | -1.0% | 2.0% | i | 18% | -11 | -1 | 0.7% | -6% | NS5 inhibitors pilot replicate=-0.3
Cc1noc(C)c1S(=O)(=O)N1CCN(C(c2ccccc2)c2ccc(Cl)cc2)CC1 (stereo unspecified) | -4.6% | -0.6% | 0.8% | 2.6% | i | 2% | 16 | -1 | 5.7% | 12%
COCCNC(=S)Nc1ccc(N2CCCCC2)cc1 | -5.6% | 0.0% | -0.8% | 2.4% | i | 30% | 2 | 27 | 0.7% | 8%
Cn1c(=O)c2c(nc(Oc3cccc(O)c3)n2C)n(C)c1=O | · | 0.3% | · | 0.3% | · | 11% | · | · | 0.5% | -10%
FC(F)(F)c1cc(Cl)c2nnc(-c3ccccn3)n2c1 | · | -0.8% | · | 6.0% | · | 5% | · | · | 0.2% | -1%
COc1ccc2oc(C(=O)N(Cc3ccco3)Cc3cccs3)c(C)c2c1 | · | · | · | 19% | · | 20% | · | · | 0.3%[50 µM] | -8%
Cc1ccccc1NC(=O)c1ccc(-n2cncn2)nc1 | -0.4% | 0.1% | -2.0% | -1.6% | i | 7% | -1 | 1 | 0.3% | 4%
c1ccc(OCCCn2nnc(-c3ccncc3)n2)cc1 | -2.4% | -1.3% | 0.1% | 0.6% | i | 0% | -19 | -44 | 6.0% | -1%
O=C(c1ccco1)N1CCn2c1nc1ccccc12 | -2.8% | -0.1% | -3.5% | 1.0% | i | 19% | -9 | 13 | -0.1% | -8%
O=C(CN1C(=O)C2CC=CCC2C1=O)NCc1cccs1 (stereo unspecified) | -6.3% | -0.9% | 0.1% | 0.6% | i | 4% | 1 | 6 | -0.1% | -8%
CS(=O)(=O)Nc1nc2n(n1)C(c1ccccc1)C=C(c1ccc(Br)cc1)N2 (stereo unspecified) | -2.4% | · | 0.4% | 6.8% | · | 36% | -1 | 12 | -0.6% | ?
Cc1cc2nc(CSc3ccccc3)cc(=O)n2[nH]1 | -8.8% | 0.7% | -0.6% | 1.6% | i | 10% | -14 | 10 | · | ·
O=C(NN1CCOCC1)c1cc(S(=O)(=O)Nc2cccc(C(F)(F)F)c2)ccc1Cl | -3.6% | -0.4% | 0.2% | 1.3% | i | -4% | -10 | 11 | 0.3% | -13%
CN(Cc1ccccc1)S(=O)(=O)c1ccc(C(=O)Nc2nnc(C3CC3)o2)cc1 | -3.8% | 2.5% | -2.3% | -1.6% | i | 2% | 74* | 60* | -3.7% | -2%
O=C(COc1ccc(C(F)(F)F)cc1[N+](=O)[O-])Nc1cccc(C(F)(F)F)c1 | -1.7% | -0.1% | 0.5% | 1.6% | i | -2% | 7 | -14 | 1.4%[50 µM] | 0%
O=[N+]([O-])c1ccccc1/C=N\N1CCN(c2ccccc2)CC1 | -3.2% | -1.1% | 1.6% | 8.8% | i | 15% | 2 | -1 | 0.7% | -5%
O=C(Cc1ccccc1)Nn1c(-c2ccccc2F)nc2ccccc2c1=O | -0.2% | 0.2% | -1.1% | -1.4% | i | 3% | -12 | 1 | 0.9% | -1%
Cc1ccc(S(=O)(=O)NC2CC(C)(C)NC(C)(C)C2)c(C)c1C | · | -0.6% | · | 0.6% | · | 6% | · | · | 0.5% | -2%
CCC(CC)NC(=O)COC(=O)c1cccc(C)c1O | -3.9% | 0.9% | -0.5% | 0.9% | i | 4% | -2 | 17 | 1.5% | -6%
CCN1CCCc2cc(CN(CCN3CCOCC3)C(=S)Nc3ccc(C)cc3)ccc21 | 6.8% | -0.5% | -0.4% | 8.4% | i | 16% | 39 | 20 | 0.0% | -7%
COc1cc(OC)cc(C(=O)Nc2ccc(CN3CCCCC3)cc2)c1 | 0.0% | -0.4% | 0.0% | -2.8% | i | -5% | 8 | 21 | 0.0% | 1%
O=C(Nc1cc(Cl)ccc1N1CCCCC1)c1cccs1 | -4.0% | 0.5% | -3.6% | -0.6% | i | 5% | 35 | 21 | 2.8% | -12%
CS(=O)(=O)N(CC(=O)N1CCN(Cc2ccc3c(c2)OCO3)CC1)c1ccc2c(c1)OCO2 | -7.0% | -0.4% | -1.6% | -0.1% | i | 1% | -12 | -5 | 5.4% | -1%
COc1ccc(-c2sc(NC(=O)c3ccc(C)cc3)nc2-c2ccc([N+](=O)[O-])cc2)cc1 | 0.4% | -0.2% | 0.7% | 5.3% | i | -5% | 3 | 8 | -0.2% | 2%
COc1ccc(NC(=O)CN2CCN(C3c4ccccc4-c4ccccc43)CC2)cc1 | 0.8% | -1.2% | -1.4% | 4.5% | i | 10% | 5 | -1 | 8.1% | -6%
CC(=O)N1CCN(S(=O)(=O)c2cccc(C(=O)NCCc3ccc(Cl)cc3)c2)CC1 | · | · | · | 1.6% | · | 14% | · | · | 0.4% | -5%
COc1ccc2[nH]c(C)c(CCNC(=S)Nc3cc(C)ccc3C)c2c1 | -6.1% | · | -4.6% | 1.7% | · | 2% | 5 | -13 | 0.1% | 1%
Cc1onc(-c2ccccc2Cl)c1C(=O)NCc1ccccc1F | · | -0.1% | · | -0.8% | · | 1% | · | · | -0.8%[50 µM] | -7%
CC(C)(C)c1nnc(NC(=O)c2cc(-c3ccccc3)nc3ccccc23)s1 | -0.5% | -0.7% | 6.3% | 38% | i | 4% | 31 | 3 | 0.4% | 5%
CO/N=C/c1cc([N+](=O)[O-])ccc1Sc1ccc(C)cc1 | -6.8% | 0.8% | -1.0% | 1.6% | i | 1% | 50 | 23 | 0.0% | 1%
NC(=O)CCSC(=S)N1CCOCC1 | -10% | 0.3% | · | 0.2% | i | 4% | -18 | -4 | -0.3% | -8%
CCOC(=O)/C=C1\CN(CCC(C)C)S(=O)(=O)c2ccccc21 | · | -0.4% | · | 1.5% | · | 10% | · | · | -1.2% | 2%
Cc1cc(C)cc(N(CC(=O)NCCSc2ccccn2)S(=O)(=O)c2ccccc2)c1 | 0.2% | -0.1% | 7.9% | 1.2% | i | 4% | 6 | -24 | 5.4% | -6%
Cc1cccc(C)c1NC(=O)C(=O)NCC1CCCN1S(=O)(=O)c1cccs1 (stereo unspecified) | · | · | · | -1.9% | · | 5% | · | · | 0.8%[50 µM] | -6%
O=C(COc1ccccc1Cl)Nc1ccccc1C(=O)NC1CC1 | · | · | · | -0.1% | · | 11% | · | · | 0.6%[50 µM] | -4%
CC(O)CNc1nc2ccccc2n1CC(=O)N1CCN(Cc2ccccc2)CC1 (stereo unspecified) | -14% | -0.4% | -0.1% | 1.5% | i | 13% | -3 | -3 | -0.3% | -8%
O=C(CNc1ccc(F)cc1F)NC(=O)NCc1ccco1 | · | 0.5% | · | -0.1% | i | 7% | · | · | 0.2% | 3%
Cc1nn(C(C)C(=O)Nc2sc3c(c2C#N)CCCC3)c(C)c1[N+](=O)[O-] (stereo unspecified) | -9.0% | -1.1% | -0.6% | ? | i | 5% | -12 | 1 | 0.1% | -5%
O=C(CC(=O)Nc1ccccn1)Nc1ccccn1 | -4.3% | -0.8% | 0.6% | 3.5% | i | -4% | -13 | -15 | 0.4% | 1%
COc1ccc(/C=N/NC(=O)c2ccncc2)cc1[N+](=O)[O-] | -2.5% | -0.3% | -0.4% | 0.2% | i | 23% | 4 | 11 | 0.1% | 0%
COc1ccc(C(=O)COC(=O)/C=C/c2ccc(S(=O)(=O)Nc3cccc(S(N)(=O)=O)c3)cc2)cc1 | -7.0% | -0.1% | 2.4% | 20% | i | 4% | -23 | -12 | 0.1% | -3%

A draw from above in order of SMILES length, falling:
SMILES | XIAP antagonists | West Nile antiviral | ER stress rescue | RSV antiviral HEp-2 | Yfh1-depleted yeast | Large T inhibition | WT yeast gro inh | WT yeast gro inh mutant strain | K1F lysis inhibition | NS5 inhibitors | others
COc1ccc(C(=O)COC(=O)/C=C/c2ccc(S(=O)(=O)Nc3cccc(S(N)(=O)=O)c3)cc2)cc1 | -7.0% | -0.1% | 2.4% | 20% | i | 4% | -23 | -12 | 0.1% | -3%
CS(=O)(=O)N(CC(=O)N1CCN(Cc2ccc3c(c2)OCO3)CC1)c1ccc2c(c1)OCO2 | -7.0% | -0.4% | -1.6% | -0.1% | i | 1% | -12 | -5 | 5.4% | -1%
O=C(Cc1ccccc1)Nn1c(-c2ccccc2F)nc2ccccc2c1=O | -0.2% | 0.2% | -1.1% | -1.4% | i | 3% | -12 | 1 | 0.9% | -1%

Later entries:
SMILES | XIAP antagonists | West Nile antiviral | ER stress rescue | RSV antiviral HEp-2 | Yfh1-depleted yeast | Large T inhibition | WT yeast gro inh | WT yeast gro inh mutant strain | K1F lysis inhibition | NS5 inhibitors | others
Cc1nc(=O)c(-c2ccccc2)c(C)n1-c1ccc(S(N)(=O)=O)cc1 | -0.6% | 0.1% | -3.5% | 0.9% | i | -2% | -5 | 3 | 0.4% | 3%
Cc1cc(C)c(C)c(S(=O)(=O)NCc2cccnc2)c1C | -13% | 0.2% | -0.3% | 0.3% | i | 8% | 12 | -3 | -0.2% | -6%
Cc1cnc(C(=O)OCC(=O)Nc2ccc(Oc3ccccc3)cc2)cn1 | -3.8% | 0.3% | · | 0.2% | i | 3% | 8 | 14 | 0.1% | 4%
CCCCNC(=O)CSc1nnc(Cc2ccccc2)n1CC | -1.8% | 0.5% | -3.0% | -0.5% | i | 2% | -13 | 13 | -0.2% | 2%
O=C1CCCC2=C1C(c1ccccc1O)C1=C(CCCC1=O)O2 | -4.9% | 0.2% | -1.3% | 1.8% | i | 17% | -1 | -12 | 1.9% | 2%
NC(=O)c1cccc(C(N)=O)n1 | -3.6% | 0.7% | 1.2% | -1.4% | i | 7% | -14 | 12 | -0.1% | -2%
O=C(CNC(=O)c1cc2c(s1)CCC2)Nc1ccccc1Br | -12% | 0.2% | -1.3% | 3.0% | i | -2% | -1 | -12 | 0.5% | 1% | NS5 inhibitors pilot replicate=-4.9
